Myeloid diff MLP: myeloid differentiation induction. 1% of 360,000 active. ER-HoxA9 myeloid progenitors, lysozyme-GFP differentiation, flow cytometry. calls only at 10 µM. AID 624256;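 active = normalized GFP-positive differentiation at or above the plate's own cutoff, the solvent-only control mean plus 3 SD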;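 note: cells exposed to compound for four days before flow analysis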
XIAP antagonists: small molecules displacing peptide from XIAP – biochemical, IAP family, fluorescence polarization (AID 1018); XIAP BIR domain, fluorescence polarization peptide displacement; higher % means a stronger effect; displacement, % at 20 µM; hits with a dose series show IC50 in µM; 0.007% of 200,000 active; in the data active = displacement above about 50%; note: a part of the inactive calls stands beside numbers as strong as those of hits
Dengue-2 NS5 capping: flavivirus cap methylation enzyme inhibition – biochemical, confirmation dose response, primary screen (AID 588689). Dengue-2 NS5 methyltransferase capping enzyme assay, biochemical; higher % means a stronger effect. inhibition, % at 25 µM, or IC50 in µM where a hit was titrated. 0.3% of 340,000 active; in the data active = a potency from the dose series
HIV peptide binding: inhibitors of HIV fusion peptide binding, primary screen, biochemical, uHTS, fluorescence dequenching (AID 1986) | cell-free peptide binding, fluorescence dequenching, 30 min; higher % means a stronger effect | one-dose inhibition, % at 20 µM; IC50 in µM for titrated hits | 0.3% of 290,000 active; in the data active = inhibition mostly above about 52%, no sharp cut-off; inactive = mostly below about 76%; note: some results filed as inactive read as strong as hits
LYP phosphatase: PTPN22 lymphoid phosphatase activity blockers – biochemical, fluorescence intensity, uHTS (AID 1779). recombinant LYP phosphatase, fluorescence intensity; higher % means a stronger effect. inhibition, % at 11.5 µM; hits with a dose series show IC50 in µM. 0.054% of 290,000 active;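 note: plate controls were vehicle with enzyme for no effect and no enzyme for full effect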
NOD2 inhibition: inhibition of NOD2-driven NF-kB reporter – cell-based, luminescence, uHTS, HEK293 (AID 1566); one-dose inhibition, % at 4 µM; EC50 in µM for titrated hits; 0.63% of 290,000 active; HEK293 NOD2/NF-kB luciferase reporter, luminescence; higher % means a stronger effect; note: many of its hits are not listed in these tables
SIAH1 antagonists: blockers of Siah-1 interaction with plectin peptide – biochemical, fluorescence polarization, rhodamine-plectin, uHTS, primary screen (AID 1817) | Siah-1 / rhodamine-plectin peptide fluorescence polarization; higher % means a stronger effect | displacement, % at 20 µM, or IC50 in µM where a hit was titrated | 0.02% of 290,000 active;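 active = displacement of at least 50% at 20 µM, with a fluorescence ratio check between 0.3 and a set limit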;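 note: plate controls were Siah plus tracer with DMSO for no effect and tracer alone without Siah for full effect; strong numbers were not always called active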
Lipid droplet: hepatic lipid droplet formation modulation; AML12 mouse hepatocytes, oleate lipid droplets, BODIPY imaging; inhibition, % at 6.5 µM; 0.4% of 240,000 active; AID 1656;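 active = lipid droplet intensity inhibited by at least 50%, with more than 500 cells counted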
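Test system: AML12 hepatocytes (mouse); reagent: oleate loading, 100 µM; dosing: one dose, 6.5 µM compound; incubation: overnight exposure; signal: fluorescence imaging, 20x objective, two fields per well; read-out basis: % inhibition of corrected integrated BODIPY droplet signal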
AID2073: disruptors of CaV2.2 binding to Mint1 – biochemical, HTRF (AID 2073) | HTRF protein-protein interaction, Mint1-CaV2.2; higher % means a stronger effect | inhibition, % at 20 µM; hits with a dose series show IC50 in µM | 0.19% of 290,000 active; in the data active = inhibition mostly above about 51%, no sharp cut-off; note: some results filed as inactive read as strong as hits
Lipid droplet cells 6.5 µM: recorded beside Lipid droplet, whose call it bears; cell count; measured here: cell count, cytotoxicity flag;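 cells counted across two imaged fields per well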
Dengue-2 NS5 capping pilot replicate: second read-out of Dengue-2 NS5 capping, no call of its own (marks repeat the call); inhibition, %; measured here: pilot screen replicate inhibition
Myeloid diff MLP GFP+ MAC1+ %: recorded beside Myeloid diff MLP, whose call it bears; GFP+ MAC1+ double positive, %; measured here: differentiation confirmed by MAC1 staining
* hit, by the source's call; i = inactive; / = no result given. Cut-off read from the data, not from the text of the source, unless noted: active = inhibition above about 50%; inactive = the rest. Some of the compounds tested (hit frequency here may not be typical).

SMILES | Myeloid diff MLP | Myeloid diff MLP GFP+ MAC1+ % | XIAP antagonists | Dengue-2 NS5 capping | HIV peptide binding | LYP phosphatase | NOD2 inhibition | SIAH1 antagonists | Lipid droplet | Lipid droplet cells 6.5 µM | AID2073 | others
Cc1ccc(OCC(=O)OCCN2C(=O)c3ccccc3C2=O)cc1C | i | 0.3 | -4.2% | -1% | -1.7% | 1% | -2% | 6% | 2 | 731 | 0%
N#Cc1cc(C(=O)Cc2ccccc2)c[nH]1 | i | 0.0 | -0.9% | 2% | -1.0% | -9% | 13% | 0% | -4 | 685 | 9%
COc1ccc(OCC(=O)N/N=C2/C=C(C)CC2)cc1 | i | 0.3 | -5.3% | -3% | -0.9% | 0% | 10% | -1% | -5 | 640 | 13%
CCOC(=O)C1=C(C)N(c2ccc(C)c(C)c2)C(=O)/C1=C\c1ccco1 | i | 1.4 | -4.0% | 24% | 1.2% | 6% | 1% | 2% | / | / | 5%
COc1cc(C(=O)NCCCC2CCCC2)ccc1OC1CCN(C(C)=O)CC1 | i | 3.2 | / | 6% | 0.4% | -8% | 13% | -1% | -12 | 800 | 6%
Cc1cc(C)n(C(=O)CNC(=O)COc2ccccc2)n1 | i | 1.1 | -0.1% | 1% | -1.9% | -11% | 12% | -2% | / | / | -7%
CC(=O)c1c(COC(=O)c2ccncc2)nc2ccccc2[n+]1[O-] | i | 0.8 | -12% | 7% | -3.3% | -11% | 12% | -4% | / | / | -1%
O=C(C(=O)N1CCN(c2ccccc2Cl)CC1)c1c[nH]c2ccccc12 | i | 0.0 | / | -11% | 0.6% | -7% | 21% | 0% | 21 | 666 | 4%
CC(=O)Nc1ccc(S(=O)(=O)Nc2ccc(C)c([N+](=O)[O-])c2)cc1 | i | 0.2 | -8.0% | 0% | 0.3% | -4% | 21% | -2% | -1 | 685 | 11%
O=C(Nc1cccnc1)C1(c2ccc(Cl)cc2)CCCC1 | i | 0.8 | -2.4% | -1% | 0.9% | -9% | 10% | 8% | 21 | 793 | -1% | Dengue-2 NS5 capping pilot replicate=1.7
Cc1nc2c3ccccc3nc(NNC(=O)CCC(=O)NCCN3CCN(c4ccccc4)CC3)n2n1 | i | 2.1 | / | 4% | -0.9% | -6% | 8% | 2% | -5 | 756 | 3%
COc1ccc2c(c1O)C(=O)c1ccccc1C2=O | / | / | -7.5% | / | -1.0% | -6% | -48% | 2% | 13 | 692 | -10%
COc1cc(C2N(c3ccc(Cl)c(Cl)c3)C(=O)C3CCCN32)cc(OC)c1OC (centres undefined) | i | 1.3 | -15% | -6% | -0.6% | -1% | 11% | 9% | / | / | 2%
CCOC(=O)c1c(/N=C/C2C(=O)CCCC2=O)sc(C)c1C | i | 0.2 | -4.3% | -3% | 9.7% | -5% | 15% | 0% | 10 | 692 | -15%
COc1ccc(C(C2C(=O)CC(C)(C)CC2=O)C2C(=O)CC(C)(C)CC2=O)cc1COCC(F)(F)F | i | 1.6 | -12% | 28µM* | 6.6% | 4% | 14% | 5% | 9 | 713 | 17%
O=C(NCc1cccs1)C1CCCCC1 | i | 0.8 | -4.6% | -4% | 0.8% | -5% | -2% | -6% | 2 | 735 | -7%
Cc1ccc(NCC(=O)N/N=C\C(Br)=C\c2ccccc2)cc1 | i | 2.5 | -8.9% | -6% | 2.0% | -6% | 12% | -1% | 7 | 773 | -8%
Cc1ccccc1OCC(=O)NCC1CCCO1 (centres undefined) | i | 1.8 | -2.8% | 2% | -1.0% | -1% | -4% | 2% | 4 | 699 | 17%
COc1ccccc1N1CCN(c2ccc([N+](=O)[O-])cn2)CC1 | i | 1.2 | / | / | 1.5% | -4% | 1% | 3% | -2 | 804 | 7%
Cc1ccc(/C=C/C2=NN(Cc3ccccc3Cl)C(=O)CC2)cc1 | i | 1.4 | -8.6% | -3% | -1.5% | -1% | 3% | 0% | 0 | 788 | 0%
O=C(Cn1nnc(-c2cccs2)n1)NCCc1ccccc1 | i | 0.9 | 2.9% | -5% | -1.0% | -3% | 12% | 0% | 1 | 716 | 6%
COc1ccc(CCNC(=O)Cc2cccs2)cc1OC | i | 0.9 | 0.6% | -1% | -0.2% | -7% | 13% | -2% | -1 | 738 | 4%
Cc1ccsc1C(=O)OCC(=O)Nc1ccc(Cl)cc1C(F)(F)F | i | 0.2 | -14% | -6% | 3.0% | 0% | -2% | -6% | -8 | 634 | -4%
CCOC(=O)[C@@H]1[C@H]2COc3ccc(Br)cc3[C@H]2N2C(=O)N(c3ccc(Cl)cc3)C(=O)[C@@]12C | / | / | / | / | -0.6% | -6% | -2% | 1% | -19 | 769 | 13%
O=c1cc(O)c2sc(Nc3ccc(F)cc3)nc2[nH]1 | i | 0.3 | -10% | 16% | 24% | 4% | 9% | -7% | 2 | 618 | 63%*
Continuation:
SMILES | Myeloid diff MLP | Myeloid diff MLP GFP+ MAC1+ % | XIAP antagonists | Dengue-2 NS5 capping | HIV peptide binding | LYP phosphatase | NOD2 inhibition | SIAH1 antagonists | Lipid droplet | Lipid droplet cells 6.5 µM | AID2073 | others
COC(CNC(=O)c1ccc2c(c1)nc(C)n2-c1cc(C)cc(C)c1)OC | i | 1.0 | / | -1% | 1.1% | -1% | 4% | 0% | / | / | 5%
CC(C)(C)n1ncc2c(=O)n(CC(=O)c3ccc(Cl)cc3)cnc21 | i | 0.8 | 0.7% | 3% | -1.2% | -3% | -100% | -1% | / | / | -4%
CCc1c(SCCC(=O)O)nc2ccccc2c1C | i | 0.1 | -0.4% | -5% | 1.4% | 0% | -1% | 12% | 5 | 722 | 10%
COCCN1CCN(C(=O)c2cc(COc3ccc(F)cc3Cl)on2)CC1 | i | 0.5 | / | -2% | 1.5% | -9% | -6% | 9% | 1 | 715 | 15%
O=C(Nc1ccc(C(=O)N2CCCC2)cc1)c1ccc2c(c1)OCO2 | i | 15 | -0.8% | -2% | -2.7% | -5% | -9% | 0% | -5 | 759 | -3%
CN1C(=O)CC(N2CCN(c3ccccn3)CC2)C1=O (centres undefined) | i | 1.2 | -5.7% | -8% | 120% | -6% | 2% | -1% | / | / | -4% | Dengue-2 NS5 capping pilot replicate=1.2
CCOC(=O)N1CCN(C(=O)CS(=O)(=O)Cc2nc(-c3cccc(OC)c3)oc2C)CC1 | i | 1.7 | / | -6% | -3.1% | -14% | -12% | 0% | -3 | 731 | 6%
CC1C(=O)C(C)C(c2ccc(Br)cc2)NC1c1ccc(Br)cc1 (centres undefined) | i | 0.1 | / | -9% | -0.8% | -3% | 10% | -8% | / | / | 38%
COC(=O)C1=C(C)NC(c2c(O)ccc3ccccc23)C(C(=O)OC)=C1C (centres undefined) | i | 0.6 | -9.1% | -3% | 2.0% | 4% | -8% | -4% | -9 | 651 | 3%
CCCn1c(N)c(Sc2ccccc2)c(=O)n(CCC)c1=O | i | 6.8 | -1.8% | -1% | 1.6% | -8% | 13% | 4% | / | / | 2%
O=C(O)c1cc(-c2ccc3c(c2)OCO3)nc2ccc(Cl)cc12 | i | 1.9 | / | -3% | 2.3% | -8% | -6% | 0% | 1 | 737 | 22%
COc1ccc(C)cc1NC(=O)Cn1cnnn1 | i | 0.3 | -7.9% | 3% | -0.2% | 48% | 30% | 3% | -1 | 588 | 5%
CCCC(=O)Nc1ccc(NC(=O)c2ccccc2OC)cn1 | i | 0.0 | -8.0% | -7% | 0.1% | -5% | -3% | -2% | / | / | 1%
CCn1cc(C(=O)OCC(=O)Nc2cccc(C)c2)c(=O)c2ccc(C)nc21 | i | 0.2 | / | -10% | 2.8% | -5% | 11% | 5% | 1 | 812 | -1%
O=C(CCCO)NC1Cc2ccccc2C1 | i | 0.6 | / | 9% | -1.7% | -5% | -16% | 9% | 0 | 690 | -1%
Cc1sc(CO)c(Sc2ccccc2)c1C(=O)O | / | / | -3.2% | / | 9.6% | -6% | 8% | 2% | / | / | 29%
Cc1nn(-c2ccccc2)c(C)c1NC(=O)c1ccc(S(=O)(=O)N2CCCC2)cc1 | i | 1.6 | -4.4% | 2% | -0.5% | 0% | -10% | 4% | / | / | -6%
c1ccc2c(c1)C(=Nn1cnnc1)c1ccccc1-2 | i | 6.9 | -12% | -8% | -1.3% | 4% | 0% | 2% | 14 | 682 | -2%
O=c1oc2c(-c3ccc([N+](=O)[O-])cc3)cc(O)cc2s1 | i | 0.9 | / | -2% | -8.2% | -4% | 30% | 44% | 0 | 708 | 7%
COc1cc(C)nc(NS(=O)(=O)c2ccc(C)cc2)n1 | i | 3.0 | -10% | 6% | -0.7% | 2% | 16% | -3% | 1 | 679 | -9%
CSc1nnc(N(CCC#N)CCC#N)s1 | / | / | -1.5% | -9% | 0.7% | -5% | -16% | 4% | / | / | 14%
COc1cc2[nH]c3c(N4CCN(c5ccc(Cl)cc5)CC4)ncnc3c2cc1OC | i | 16 | -2.0% | -6% | 4.8% | -7% | -1% | 4% | / | / | 6%
Cc1ccc(NC(=O)c2ccccc2F)cc1S(=O)(=O)N1CCCCCC1 | / | / | -14% | 2% | -0.7% | -3% | 6% | 4% | 11 | 641 | -6%
COc1ccc(S(=O)(=O)NCc2ccco2)c2ccccc12 | i | 0.6 | 2.5% | -4% | 3.6% | -6% | -10% | 7% | / | / | -8%
Cc1c(C(=O)CN2CCCC(C)(C)C2)c2ccccc2n1C | i | 0.6 | / | -3% | -1.0% | -6% | 9% | 4% | -5 | 707 | 7%
Additional structures follow.
SMILES | Myeloid diff MLP | Myeloid diff MLP GFP+ MAC1+ % | XIAP antagonists | Dengue-2 NS5 capping | HIV peptide binding | LYP phosphatase | NOD2 inhibition | SIAH1 antagonists | Lipid droplet | Lipid droplet cells 6.5 µM | AID2073 | others
Fc1cc(F)cc(-c2oncc2-c2nnnn2-c2ccccc2)c1 | i | 1.1 | -5.4% | -13% | 3.4% | -7% | 13% | 15% | -6 | 718 | -10%
COC(=O)N/N=C/c1ccc(OC(=O)/C=C/c2ccco2)cc1 | i | 0.2 | / | / | 10% | 1% | 0% | 8% | 19 | 687 | 20%
O=[N+]([O-])c1cc(Cc2ccccc2)cc(C=Nc2ccc(N3CCOCC3)cc2)c1O | i | 0.1 | -4.0% | 4% | 36% | 9% | 11% | 50%* | -3 | 543 | 18%
CCOC(=O)c1sc2ccc(S(=O)(=O)N3CCCCC3)cc2c1N | i | 0.5 | -4.7% | 3% | 2.5% | 1% | 4% | 7% | / | / | -5%
O=c1ccc2cc(S(=O)(=O)NCc3ccccc3)ccc2[nH]1 | i | 3.0 | / | -2% | 0.3% | -12% | 2% | 6% | -13 | 683 | 11%
Cc1cc(OCC(O)CN2CCN(CCO)CC2)ccc1C(C)C (centres undefined) | i | 0.7 | -4.5% | -4% | 4.2% | 10% | -14% | 4% | -3 | 636 | 6%
